GCN5L2 inh = blocks human GCN5L2 histone acetyltransferase; GCN5L2 HAT assay, ThioGlo1 CoA-SH fluorescence; Potency, µM (doses to about 58.9 µM), for inactives: top-dose activity change, negative = inhibition, usual class: inhibitors; 390,000 tested, 0.21% active; AID 504327
Target sequence (Q92830 whole entry, looked up): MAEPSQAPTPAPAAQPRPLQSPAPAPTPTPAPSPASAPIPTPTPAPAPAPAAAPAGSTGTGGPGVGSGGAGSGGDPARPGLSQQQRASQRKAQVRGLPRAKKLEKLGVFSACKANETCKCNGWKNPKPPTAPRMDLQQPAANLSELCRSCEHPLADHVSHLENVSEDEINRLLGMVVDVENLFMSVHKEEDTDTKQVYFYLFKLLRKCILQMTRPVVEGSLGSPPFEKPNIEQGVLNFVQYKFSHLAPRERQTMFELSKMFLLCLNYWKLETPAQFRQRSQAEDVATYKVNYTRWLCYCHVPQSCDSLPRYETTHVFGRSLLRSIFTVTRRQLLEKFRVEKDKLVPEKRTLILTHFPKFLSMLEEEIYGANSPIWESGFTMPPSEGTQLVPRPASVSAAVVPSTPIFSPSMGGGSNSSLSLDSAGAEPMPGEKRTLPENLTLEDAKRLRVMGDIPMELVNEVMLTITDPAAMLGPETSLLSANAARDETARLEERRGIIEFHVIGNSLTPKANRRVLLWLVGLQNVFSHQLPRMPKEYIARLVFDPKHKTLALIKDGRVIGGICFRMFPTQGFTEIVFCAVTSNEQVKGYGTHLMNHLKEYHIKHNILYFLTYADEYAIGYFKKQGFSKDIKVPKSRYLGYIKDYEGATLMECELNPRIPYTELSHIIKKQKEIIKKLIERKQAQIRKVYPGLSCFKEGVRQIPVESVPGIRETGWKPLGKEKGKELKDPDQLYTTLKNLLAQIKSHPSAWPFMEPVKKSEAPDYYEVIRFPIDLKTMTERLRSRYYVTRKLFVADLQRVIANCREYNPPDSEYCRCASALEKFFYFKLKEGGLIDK
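GCN5L2 (20 nM) in 50mM HEPES pH 7.5, 0.1mM EDTA, 0.01% Tween-20 preincubated 15 min with compounds at room temperature. Reaction started with H3(1-25) 75uM, acetyl-CoA 70uM, ThioGlo1 50uM; CoA-thiol fluorescence (Ex340/Em540) read at 0 and 20 min.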
TDP1 cell noCPT = qHTS for Inhibitors of human tyrosyl-DNA phosphodiesterase 1 (TDP1): qHTS in cells in absence of CPT. DT40 Tdp1-/- hTDP1 cells, no CPT, ATP luminescence, 48 h. Potency, µM (highest dose often 46.2 µM), for the others: at the highest dose activity change, negative = growth inhibition, usual class: inhibitors. 420,000 tested, 15% active; note: nearly all actives have a fitted effect of over 55% in size
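Luminescent ATP content (CellTiter-Glo) served as the growth readout. Knockout chicken DT40 cells expressing human TDP1 were exposed to compounds without camptothecin for a minimum 48 hr at 37 °C.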
TDP1 cell CPT = DT40-hTDP1 cell growth loss with CPT | chicken DT40 Tdp1-/-;hTDP1 cells + 20 nM CPT, ATP luminescence, 48 h | AID 686979 | Potency, µM (doses to about 46.2 µM), for inactives: at the top dose activity change, negative = growth inhibition, usual class: inhibitors | 420,000 tested, 12% active; note: nearly all actives have a fitted effect of over 55% in size
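Cell growth measured by CellTiter-Glo luminescence after a minimum 48 h, 37 C compound exposure with 20 nM CPT in Tdp1-knockout DT40 cells stably expressing hTDP1, seeded 400/well; qHTS titration format.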
* hit, by the source's call; u = inconclusive; x = not tested or not shown; & = joins results of further samples; [ ] = dose if it differs, or a comment. Calls come from the whole dose curve; as a rule, active = well fitted curve in the direction sought with a large enough effect; inconclusive = small, poorly fitted or top-dose-only effect, or another doubt; inactive = no such curve, though single readings can be large; an effect the other way counts as inactive or inconclusive. % is set by controls: 0 for no effect and ±100 for the full control effect; potency is the fitted concentration of half-maximal effect.

mol,GCN5L2 inh,TDP1 cell noCPT,TDP1 cell CPT
Cc1ccc(Nc2nc(N)nc(CSc3nnc(-c4ccncc4)o3)n2)cc1,-8%,-14%,-28%
Cn1c(=O)oc2cc(S(=O)(=O)N3CCCC(C(=O)NCc4cccs4)C3)ccc21 (centres undefined),-3%,-19%,u
Nc1c(Cl)c(Cl)nc(C(=O)N/N=C/c2cccnc2)c1Cl,-5%,u,-29%
CCCOC(=O)/C(=C\C=C\c1ccco1)NC(=O)c1ccccc1,u,21µM*,13µM*
CCS(=O)(=O)N1CCC(C(=O)NC2CCCCCCC2)CC1,-13%,-3%,4%
Cc1cc2c(c(-c3cnccn3)c1)OC(CNC(=O)c1cc(Cl)ccc1F)C2 (centres undefined),x,-14%,14%
CN(C)/C(=N\S(=O)(=O)c1ccc(Br)cc1)c1ccccc1,-4%,-9%,-18%
O=C(COC(=O)c1cccc(S(=O)(=O)N2CCCCCC2)c1)NCc1ccc(Cl)cc1,-2%,-15%,0%
COc1ccc(/C=C/c2cc(-c3ccc(C)cc3)o[n+]2C)cc1,-22%,0.26µM*,0.26µM*
CCCN1CCN(CCCNC(=O)c2cc3c(s2)-c2ccccc2OC3)CC1,-25%&-11%,u,u
COc1ccc(C(=O)N/N=c2\oc3ccccc3cc2C(N)=O)cc1,-13%,u,-8%
Cc1csc(NC(=O)C2CC(=O)N(c3ccc4c(c3)OCCO4)C2)n1 (centres undefined),-4%,11%,-19%
COc1ccccc1C(=O)NC1CCN(C(=O)Nc2ccc(C)cc2)CC1,-2%,-12%,-6%
FC(F)(F)c1cnc(N/N=C/c2ccncc2)c(Cl)c1,17%,u,u
NS(=O)(=O)c1ccc(CCNC(=O)c2ccc(-c3ccccc3)cc2)cc1,-13%,-2%,u
CC1CCCCC1NC(=O)c1cc2c(=O)n3ccccc3nc2n1C (centres undefined),u,16µM*,23µM*
O=C1CNC(=O)/C1=C/c1ccc(Br)cc1,-12%,-26%,1%
N#CCCN(C(=O)COC(=O)c1cc(S(=O)(=O)N2CCOCC2)ccc1Cl)c1ccc(F)cc1,-21%,-19%,10%
CSC1=N/C(=C/c2ccc(-n3cncn3)cc2)C(=O)N1,-17%,-10%,7%
COC(=O)c1ccc(NC(=O)CC2C(=O)N(c3cccc(C)c3)C(=O)N2C2CCCC2)cc1 (centres undefined),-1%,u,u
C=CCn1c(Cc2ccc(OC)cc2)nnc1SCC(N)=O,-5%,3%,1%
COc1ccc(/C=C2\SC(=S)N(CC(=O)NC3CCS(=O)(=O)C3)C2=O)cc1 (centres undefined),0%,6%,-5%
CCOC(=O)/C=C1\NC(=O)CS1,-6%,-5%,-11%
COc1cc(S(=O)(=O)n2ccnc2C(C)C)ccc1Br,-8%,-2%,10%
CCOC(=O)c1sc(S(C)(=O)=O)c2c1CCc1conc1-2,-7%,2%,16%
COc1ccc(C2NC(=O)NC(O)(C(F)(F)F)C2C(=O)c2ccccc2)cc1OC (centres undefined),-1%,-2%,-1%
CS(=O)(=O)N1N=C(c2ccc(Cl)cc2)CC1c1cccs1 (centres undefined),0%,-8%,1%
CC(=O)N1c2ccc(S(=O)(=O)NCCC(=O)Nc3ccccc3C)cc2CC1C (centres undefined),-3%,19%,u
CC(C)[C@H](NC(N)=O)C(=O)Nc1ccc2c(c1)CCC2,-5%,-6%,-4%
CCOc1ccc(NC(=O)CSc2oc(-c3ccc(C)cc3)nc2S(=O)(=O)c2ccc(C)cc2)cc1,-8%,5.8µM*,7.3µM*
CC(=O)NC(CCS(C)(=O)=O)C(=O)Nc1nccs1 (centres undefined),-7%,u,u
CCCCn1nnc(NC(=O)c2cc3ccccc3o2)n1,-2%,-9%,3%
CCc1c(C2(O)CCCCC2)[nH]c2c(C(=O)OC)cc(Cl)cc12,-18%,u,u
O=C(CNC(=O)c1ccc(Cl)cc1Cl)NCc1ccccn1,-1%,-1%,-1%
COc1ccccc1-c1sc2cc3c(cc2c1-c1ccc2c(c1)OCO2)OCO3,3%,u,u
COC(=O)c1sccc1NC(=O)CN(C)NS(=O)(=O)c1ccc([N+](=O)[O-])cc1,-10%,u,u

Five entries drawn at random from those above, as already listed:
mol,GCN5L2 inh,TDP1 cell noCPT,TDP1 cell CPT
COc1ccc(C2NC(=O)NC(O)(C(F)(F)F)C2C(=O)c2ccccc2)cc1OC (centres undefined),-1%,-2%,-1%
N#CCCN(C(=O)COC(=O)c1cc(S(=O)(=O)N2CCOCC2)ccc1Cl)c1ccc(F)cc1,-21%,-19%,10%
COc1cc(S(=O)(=O)n2ccnc2C(C)C)ccc1Br,-8%,-2%,10%
CN(C)/C(=N\S(=O)(=O)c1ccc(Br)cc1)c1ccccc1,-4%,-9%,-18%
CCOC(=O)/C=C1\NC(=O)CS1,-6%,-5%,-11%

(continued)
mol,GCN5L2 inh,TDP1 cell noCPT,TDP1 cell CPT
COC(=O)c1ccc(Oc2c(C(F)(F)F)oc3c(CN4CCN(C)CC4)c(O)ccc3c2=O)cc1,-18%,-17%,-3%
Cc1cc(C)c2c(CN3CCN(c4ccccc4F)CC3)cc(=O)oc2c1,x,u,23µM*
O=C(CCCC(=O)N(CC(=O)NC1CCCC1)Cc1ccccc1)Nc1ccccn1,-1%,-21%,-5%
CN(C)c1ccnc(-n2cccc2/C=N/OCc2cccc(F)c2)c1C#N,-7%[0.501 µM],u,-29%
O=C(NN=C1CCCCCC1)c1cccs1,-9%,21%,15%
CC(C)NC(=O)N(C)C[C@H]1Oc2ccc(NS(=O)(=O)c3cn(C)cn3)cc2C(=O)N([C@H](C)CO)C[C@@H]1C,1%,-12%,-11%
CSc1ccc(/C=N\NC(=O)CNc2ccc(C)cc2)cc1,-5%,-17%,-42%
CCc1nc2ccc(C(=O)N(C)Cc3ccccc3)cn2c1N(CC)CCN(C)C,x,5%,-4%
O=C(NCC(=O)N1CCN(Cc2c(F)cccc2Cl)CC1)c1cccs1,x,u,-18%
Cc1cccc(NC(=O)C2CCCC2)c1,1%,2%,0%
O=C(CSc1nncc(=O)[nH]1)Nc1cccc([N+](=O)[O-])c1,-3%,u,u
COc1ccc(Cn2nnnc2C(c2cc3ccc(OC)cc3[nH]c2=O)N2CCCCCC2)cc1 (centres undefined),-8%,23µM*,16µM*
CN(C(=O)c1cncc(Br)c1)c1c(N)n(Cc2ccccc2)c(=O)[nH]c1=O,-7%,1%,11%
COc1cc(-c2coc3cc(O[C@H]4OC(CO)C(O)C(O)C4O)c(OC)c(O)c3c2=O)cc(O)c1OC (some centres undefined),13%,7%,1%
CCOC(=O)c1ccccc1Nc1nc2ccc(C)cc2n2nnnc12,-5%,-18%,u
O=C(CNC(=O)c1ccc(Br)o1)NNC(=O)c1cccc(Cl)c1,-3%,-1%,18%
O=C(COc1ccccc1[N+](=O)[O-])N1CCN(C(=O)c2ccco2)CC1,-1%,-3%,0%
Nc1[nH]c(=O)ncc1F,1%,-6%,9%
CCOC(=O)NC(Nc1sc2c(c1C(=O)OC)CCN(C)C2)(C(F)(F)F)C(F)(F)F,0%,-21%,3%
COc1ccc(C(=O)NCCS(=O)(=O)NCc2ccccc2OC)cc1,2%,-19%,-14%
CCOc1ccc(NC(=O)Cc2c(C(=O)O)n(C)c3ccccc23)cc1,19%,-4%,-1%
CCN(CC)CCCNC(=O)c1cn(C)c(=O)c2c1c1ccccc1n2C,-21%,13%,-1%
CCOc1cccc(-c2nnc3sc(COc4ccc(C)cc4)nn23)c1,-2%,-24%,-9%
NC(=O)CSC1=Nc2ccccc2C2=NC(c3ccccc3)C(=O)N12 (centres undefined),-4%,9%,1%
O=C(NNS(=O)(=O)c1ccc(F)cc1)c1ccc([N+](=O)[O-])cc1Cl,-1%,u,-28%
COc1cc(C=C2CCC/C(=C\c3ccc(O)c(OC)c3)C2=O)ccc1O,x,7.5µM*,3.3µM*
CC(=NCCc1c(C)[nH]c2ccc(OCc3ccccc3)cc12)C1=C(O)CC(c2ccccc2)CC1=O (centres undefined),-11%,u,u
COC(=O)CC1C(=O)NCCN1C(=O)CSc1nc2cc(Cl)ccc2o1 (centres undefined),-6%,-20%,12%
Cc1ccc(C(=O)NC(=C(Cl)Cl)S(=O)(=O)c2ccccc2)cc1,0%,21µM*,u
CN(CC(=O)Nc1ccc(OC(F)(F)F)cc1)C(=O)Cn1c(=O)cnc2ccccc21,3%,u,-2%
CCCCCc1nc2c(=O)[nH]c3ccccc3c2o1,13%,-22%,-11%
Cc1ccccc1NC(=O)Cc1nc(COC(=O)c2nc(Cl)ccc2Cl)cs1,-3%,-13%,-4%
O=C(NC1CCCC1)C(c1ccncc1)N(C(=O)c1ccco1)c1ccc(F)c(Cl)c1 (centres undefined),0%,-10%,-6%
Cc1cc(C)cc(NC(=S)NCc2ccc3c(c2)OCO3)c1,x,u,u
CCc1ccc(Nc2nnc(SCc3cc(=O)n4ccsc4n3)s2)cc1,-1%,u,u
O=C(NCc1cccs1)C1CCCN(c2ncccn2)C1 (centres undefined),1%,-2%,-21%
CC(NS(=O)(=O)c1ccc(CCC(=O)NCc2cccnc2)cc1)c1ccccc1 (centres undefined),-1%,-55%,-18%
CC1=[N+](CC(=O)c2ccccc2)CCn2cccc21,u,u,-18%
Cc1ccc(C)c(CNC(=O)C2CCCCN2S(=O)(=O)c2ccc(F)cc2)c1 (centres undefined),-7%,u,u
CCN(CC)S(=O)(=O)c1ccc2nc(NC(=O)c3cccs3)sc2c1,-5%,u,u
O=C(c1ccc(Cl)c(S(=O)(=O)N2CCc3ccccc32)c1)N1CCN(c2ccccc2O)CC1,-10%,23µM*,u
C[C@H](NC(=O)c1ccc(Cl)cc1)C(=O)NNC(=O)c1cccs1,3%,19%,-6%
CCc1ccc(C2=C(C)C(N3CCC(C(=O)Nc4cccc(OC)c4)CC3)=NS2(=O)=O)cc1,-3%,-27%,u
Cc1ccc(Oc2cc(C#N)c(C#N)cc2-n2nnc3ccccc32)cc1C,3%,1%,-15%
Cc1ccc(/C=C/C(=O)CCC(=O)O)cc1,-8%,10%,3%
Cc1cc(-c2ccc(C)c(S(=O)(=O)NCCCN3CCN(c4ccccc4)CC3)c2)on1,-10%,23µM*,u
C#CCN1C(=O)C2C(C(=O)NC)C3C=CC2(O3)C1C(=O)NCc1ccc(OC)cc1 (centres undefined),-1%,0%,-11%
CNC(=O)/C(C#N)=C/c1c(N(Cc2ccccc2)Cc2ccccc2)nc2ccccn2c1=O,-2%,16µM*,16µM*

Entries of single compounds, quoted from the list. Order of screens: GCN5L2 inh	TDP1 cell noCPT	TDP1 cell CPT
`CNC(=O)/C(C#N)=C/c1c(N(Cc2ccccc2)Cc2ccccc2)nc2ccccn2c1=O` as listed: -2%	16µM*	16µM*
`O=C(c1ccc(Cl)c(S(=O)(=O)N2CCc3ccccc32)c1)N1CCN(c2ccccc2O)CC1` as listed: -10%	23µM*	u
`Cc1ccc(C)c(CNC(=O)C2CCCCN2S(=O)(=O)c2ccc(F)cc2)c1` (centres undefined) as listed: -7%	u	u

Going on with the list:
mol,GCN5L2 inh,TDP1 cell noCPT,TDP1 cell CPT
CCSC1=C(C#N)C(c2ccccc2Cl)C(C(=O)c2cccs2)C(O)(C(F)(F)F)N1 (centres undefined),-4%,u,u
CCOC(=O)c1ccc(S(=O)(=O)N2CCC(C(=O)N3CCN(c4ccccc4OC)CC3)CC2)cc1,x,-80%,u
O=C(O)c1ccc(-c2nc3ccccc3s2)o1,-11%,19%,7%
O=C(COc1ccccc1)Nc1ccc(NC(=O)c2ccco2)cc1,-5%,21%,-16%
CCOC(=O)N1CCC(N2C(=O)c3ccc(C(=O)Nc4cccc(OC)c4)cc3C2=O)CC1,-5%,u,u

A different layout for part of the listing above.
Below each compound – GCN5L2 inh, TDP1 cell noCPT, TDP1 cell CPT
CCSC1=C(C#N)C(c2ccccc2Cl)C(C(=O)c2cccs2)C(O)(C(F)(F)F)N1 (centres undefined)
 : -4%, u, u
O=C(O)c1ccc(-c2nc3ccccc3s2)o1
 : -11%, 19%, 7%

Assay outcomes as filed in PubChem BioAssay.

This is a subset; rates above refer to the full screens.
